# Screens: PubChem BioAssay, Sanford-Burnham Center for Chemical Genomics
# Gli-Sufu antag: Gli-Sufu pathway antagonists, primary screen, luciferase luminescence, Sufu-KO-LIGHT cells, uHTS; Sufu-KO-LIGHT fibroblasts, Gli luciferase reporter luminescence; inhibition, % at 5 µM; hit rate 0.74% among 340,000;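 active = inhibition above about 55%, limit read from the data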;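 note: 0% = DMSO-treated cells and 100% = wells with medium but no cells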
# A3A deaminase: APOBEC3A ssDNA deaminase inhibitors, primary screen, selectivity assay for APOBEC3G inhibitor project, biochemical, FAM/TAMRA oligo cleavage fluorescence | DNA dC->dU-editing enzyme APOBEC-3A (Homo sapiens), P31941 | recombinant A3A, FAM/TAMRA ssDNA deamination fluorescence | inhibition, % at 20 µM | hit rate 0.41% among 330,000 | AID 493011, 2011;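 active = at least 40% inhibition at 20 µM here, with at most 30% in a related deaminase screen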;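 note: plate controls were A3A with DMSO for no effect and wells lacking A3A enzyme for full effect; some results filed as inactive read as strong as hits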
# Target sequence (P31941 whole entry, looked up): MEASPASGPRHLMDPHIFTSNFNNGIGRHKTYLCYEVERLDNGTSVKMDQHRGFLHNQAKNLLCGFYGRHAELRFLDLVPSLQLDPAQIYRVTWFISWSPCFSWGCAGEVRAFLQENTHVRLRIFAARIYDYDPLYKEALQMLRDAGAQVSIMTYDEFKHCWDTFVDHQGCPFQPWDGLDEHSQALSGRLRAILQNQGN
# GRIN3A LBD mod: binders of NR3A ligand-binding domain, primary screen, biophysical, differential scanning fluorimetry, uHTS; Glutamate receptor ionotropic, NMDA 3A (GRIN3A) ligand-binding domain; NR3A LBD differential scanning fluorimetry, Tm shift; 0% = protein alone, 100% = glycine-bound protein; Tm shift relative to glycine control, % at 25 µM; hit rate 2.5% among 340,000; AID 1259313, 2017;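 active = melting temperature shift of at least 10% of the positive control shift, at one fixed dose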
# EBI2 antag: EBI2 receptor antagonists, beta-arrestin recruitment, primary screen, cell-based, luminescence, 7a,25-OHC stimulation, uHTS; inhibition, % at 5 µM; 7a,25-OHC stimulated; hit rate 0.81% among 360,000; G-protein coupled receptor 183 (Homo sapiens), P32249; in the data active = inhibition above about 38%;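 note: enzyme fragment complementation signal reports receptor beta-arrestin coupling in cells; 0% = agonist plus DMSO wells and 100% = wells without agonist; some results beyond the cut were filed as inactive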
# Target sequence (P32249 whole entry, looked up, the tested form may be a part): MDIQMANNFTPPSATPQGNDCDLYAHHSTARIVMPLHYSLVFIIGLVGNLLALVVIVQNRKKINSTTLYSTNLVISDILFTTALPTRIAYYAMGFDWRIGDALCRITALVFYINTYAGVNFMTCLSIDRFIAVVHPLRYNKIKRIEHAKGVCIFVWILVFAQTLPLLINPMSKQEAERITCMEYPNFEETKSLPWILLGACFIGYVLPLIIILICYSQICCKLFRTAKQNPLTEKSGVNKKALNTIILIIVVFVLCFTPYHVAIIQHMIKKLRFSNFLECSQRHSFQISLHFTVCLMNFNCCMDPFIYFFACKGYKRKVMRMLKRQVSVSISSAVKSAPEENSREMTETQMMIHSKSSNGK
# CCR6 antag: CCR6 receptor antagonists, primary screen, cell-based, CHO-K1, luminescence, beta-arrestin, uHTS; C-C chemokine receptor type 6 (Homo sapiens), P51684; CHO-K1 CCR6 PathHunter beta-arrestin, CCL20-stimulated; inhibition, % at 20 µM; hit rate 0.49% among 340,000; AID 493098, 2011;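 active = compounds whose inhibition of the agonist-driven luminescence signal at 20 µM reaches about 50%, limit read from the data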;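 note: cells stimulated with CCL20 at 14 nM final; plate controls were DMSO with CCL20 for no effect and DMSO without agonist for full effect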
# Target sequence (P51684 whole entry, looked up): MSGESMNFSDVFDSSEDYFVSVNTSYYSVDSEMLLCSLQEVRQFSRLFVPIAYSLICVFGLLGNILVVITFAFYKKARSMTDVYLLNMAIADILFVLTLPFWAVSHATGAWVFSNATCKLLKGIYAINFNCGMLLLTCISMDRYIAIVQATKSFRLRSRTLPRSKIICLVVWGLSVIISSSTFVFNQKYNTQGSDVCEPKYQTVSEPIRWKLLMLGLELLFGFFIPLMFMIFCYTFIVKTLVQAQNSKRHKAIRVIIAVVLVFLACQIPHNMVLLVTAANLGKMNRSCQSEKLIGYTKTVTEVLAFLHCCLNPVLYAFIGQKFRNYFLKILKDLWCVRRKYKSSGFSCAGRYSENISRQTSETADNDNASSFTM
# CXCR6 block: CXCR6 receptor inhibitors, primary screen, cell-based, beta-arrestin, luminescence, CHO-K1 PathHunter, 1536-well; inhibition, % at 20 µM; hit rate 0.36% among 360,000; C-X-C chemokine receptor type 6 (Homo sapiens), O00574; in the data active = inhibition above about 34%, passing the limit was not always enough;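 note: antagonist mode with CXCL16 agonist at 10 nM final; 0% = 10 nM CXCL16 with DMSO and 100% = unstimulated wells without agonist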
# MPTP block: mitochondrial permeability transition pore inhibitors, primary screen, biochemical, isolated mouse mitochondria, absorbance | Ca2+ swelling absorbance, 30 min | inhibition, % at 10 µM | hit rate 1.4% among 360,000 | AID 602449, 2012;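 active = inhibition of 50% or more, scaled per plate between neutral and stimulator controls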;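 note: 0% = DMSO wells given calcium and 100% = 1 mM EGTA wells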
# APOBEC3G inh: APOBEC3G DNA deaminase inhibitors, primary screen, biochemical, fluorescence, single-stranded DNA substrate, uHTS; recombinant A3G, ssDNA deamination FAM/TAMRA fluorescence; DNA dC->dU-editing enzyme APOBEC-3G (Homo sapiens), Q9HC16; hit rate 0.28% among 330,000; AID 493012, 2011; inhibition, % at 20 µM;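 active = inhibition of at least 40% at 20 µM, with no more than 30% in the related APOBEC3A deaminase screen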;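 note: plate controls were DMSO wells with A3G for no effect and wells lacking A3G enzyme for full effect; some compounds called inactive have numbers as strong as hits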
# Starred values were filed as active, the others as inactive; x = no result given. Rows are unselected; 5.8% or so of the library scored in one or more.
SMILES	Gli-Sufu antag	A3A deaminase	GRIN3A LBD mod	EBI2 antag	CCR6 antag	CXCR6 block	MPTP block	APOBEC3G inh
O=C1N[C@@H](c2ccccc2)COC(=O)[C@@H](Cc2ccc(F)cc2)C/C=C\C[C@@H]1CC(=O)N(CCO)Cc1ccccc1	5	1	-5	2	4	7	-1.6	-5
O=C(CCc1nnc(-c2ccc(-c3ccccc3)cc2)o1)N1CCCCC1	-3	-3	0	-2	-20	-8	-2.6	-10
O=C(NC1=NCCS1)c1ccc(Cl)c(S(=O)(=O)N2CCCCCC2)c1	0	1	0	-1	9	7	-0.4	-7
Cc1ccc(-c2nnn(CC(=O)N(CCN3CCOCC3)C(C(=O)NC(C)(C)C)c3ccco3)n2)cc1 (centres undefined)	4	-1	-1	-1	8	3	-0.9	-5
Cc1ccc(C)c(S(=O)(=O)N2CCNCC2)c1	-2	1	1	-6	-4	0	2.5	-5
CN(C(=O)c1cccc(NC(=O)Cc2ccc(NC(=O)C3CCN(C(=O)c4ccccc4)CC3)cc2)c1)C1CC1	-9	x	0	-3	-1	1	-2.8	x
CC(C)CC1NC(=O)N(CC(=O)Nc2ccc(OCc3ccccc3)cc2)C1=O (centres undefined)	-15	5	-8	-2	6	9	-0.6	-5
CNC(=O)N(O)C1N(/N=C/c2ccccc2O)C(=S)SC1(C)C (centres undefined)	4	-1	-3	10	5	-7	1.4	-5
CC(=O)NCCCNc1ccc([N+](=O)[O-])cc1	-14	-2	0	-2	-1	8	0.6	-5
CCOC(=O)N1CCC(NC(=O)CN(c2ccc(C(C)C)cc2)S(=O)(=O)c2c(C)nn(C)c2C)CC1	-2	-5	-1	6	4	0	-0.6	-7
CCCC1(c2ccccc2)NC(=O)N(CC(=O)Nc2cc(S(=O)(=O)N3CCOCC3)ccc2Cl)C1=O (centres undefined)	4	2	0	-1	9	-6	-0.8	-11
Cc1ccc(Nc2c(-c3ccccn3)nc3cccc(C)n23)cc1	27	0	-1	22	64*	42*	3.8	-4
COc1ccc(NC(=O)c2ccc(Cl)nc2)cc1S(=O)(=O)N1CCCCC1	-11	-3	-5	11	6	0	-0.2	-5
COc1cccc(NC(=O)CSc2nnc(Cc3ccc(OC)c(OC)c3)o2)c1	2	-1	1	-8	-16	1	-0.5	-6
Cc1ccc(C)n1NC(=O)c1cccc(Cl)c1	-8	-3	1	-1	-13	8	1.4	-3
COc1ccc(C(=O)N(CN2CCCC2=O)c2nccs2)cc1OC	7	0	2	-4	11	5	-2.5	0
COc1ccccc1NC(=O)N1CCN(c2ccccn2)CC1	9	2	-1	2	-3	0	-0.4	1
O=C(CCN1C(=O)/C(=C/c2ccc(F)cc2)SC1=S)NNC(=O)c1ccncc1	-9	-5	0	3	2	-10	2.1	-12
Cn1nc(-c2ccc(OCC(=O)NCC3CCCO3)cc2)c2ccccc2c1=O (centres undefined)	-58	-5	0	-3	3	-19	1.9	-5
CCC(=O)c1ccc(N2CCN(C(=O)c3cccs3)CC2)c(F)c1	-36	-6	-2	-2	-2	-3	0.2	-5
COC1c2ccccc2C(=O)N1Cc1ccc(F)cc1 (centres undefined)	10	0	-1	4	9	13	-0.2	-1
CCc1nn(CC(=O)NCCCN2CCCC2=O)c(=O)c2cc3sccc3n12	-10	1	-2	2	3	2	-1.2	-3
CCNC(=O)CSc1nnc(-c2ccc(OC)cc2)n1CC(C)C	5	12	0	6	0	0	2.1	0
C[C@H](NC(=O)c1ccc(C(C)(C)C)cc1)C(=O)N1CCOCC1	-1	-8	0	-10	10	1	0.1	-7
O=C(CCc1nnc(COc2ccccc2)o1)NCc1ccccc1	7	-5	2	29	1	9	0.5	-5
Cc1nnc(C)n1/N=C/c1ccc(-c2ccccc2)cc1	-2	-3	-8	4	-1	-14	-1.8	-7
CCc1ccc(NC(=O)c2ccc(S(=O)(=O)NCc3cccnc3)cc2)cc1	-13	-7	-2	11	24	3	-1.8	-5
O=C(NCc1ccc2c(c1)OCO2)c1cccc(S(=O)(=O)N2CCCC2)c1	-8	-2	-3	0	18	5	1.0	-5
Cc1cc(C(=O)NNC(=O)C(C)(C)Oc2ccc(Cl)cc2)c(C)o1	-4	-7	1	-8	5	-14	-0.8	-8
Cc1cc(C)cc(NC(=O)C(Nc2ccccc2)c2ccccc2)c1 (centres undefined)	8	3	-7	17	-26	-7	22	0
Cc1ccccc1N1C(=O)N(c2cccc(C(F)(F)F)c2)C2CS(=O)(=O)CC21 (centres undefined)	-5	2	-8	2	12	6	-3.1	-1
CCOc1ccc(NC(=O)COC(=O)c2cc([N+](=O)[O-])ccc2N2CCOCC2)cc1	-7	3	-8	6	25	6	-1.4	0
COc1ccc2nc(Cl)c(C3CC(c4ccco4)=NN3C(=O)CCC(=O)O)cc2c1 (centres undefined)	-1	11	0	-22	11	-2	0.0	3
COc1ccc(C(=O)CSc2nnc(CN3CCCCC3)n2-c2ccc(Cl)cc2)cc1OC	9	-4	-3	11	6	-4	0.2	-11
CC(C)(C)C(=O)Cn1ncc(N2CCCC2)c(Br)c1=O	-27	0	2	3	2	-5	-3.8	-2
COc1ccc(N2CCC(CNC(=O)Nc3ccc(C)c(C)c3)C2)cc1 (centres undefined)	-21	-1	-9	1	6	1	-0.1	-1

# Of the compounds above, these have four or more nitrogen atoms.
SMILES	Gli-Sufu antag	A3A deaminase	GRIN3A LBD mod	EBI2 antag	CCR6 antag	CXCR6 block	MPTP block	APOBEC3G inh
Cc1ccc(-c2nnn(CC(=O)N(CCN3CCOCC3)C(C(=O)NC(C)(C)C)c3ccco3)n2)cc1 (centres undefined)	4	-1	-1	-1	8	3	-0.9	-5
CN(C(=O)c1cccc(NC(=O)Cc2ccc(NC(=O)C3CCN(C(=O)c4ccccc4)CC3)cc2)c1)C1CC1	-9	x	0	-3	-1	1	-2.8	x
CNC(=O)N(O)C1N(/N=C/c2ccccc2O)C(=S)SC1(C)C (centres undefined)	4	-1	-3	10	5	-7	1.4	-5
CCOC(=O)N1CCC(NC(=O)CN(c2ccc(C(C)C)cc2)S(=O)(=O)c2c(C)nn(C)c2C)CC1	-2	-5	-1	6	4	0	-0.6	-7
CCCC1(c2ccccc2)NC(=O)N(CC(=O)Nc2cc(S(=O)(=O)N3CCOCC3)ccc2Cl)C1=O (centres undefined)	4	2	0	-1	9	-6	-0.8	-11
Cc1ccc(Nc2c(-c3ccccn3)nc3cccc(C)n23)cc1	27	0	-1	22	64*	42*	3.8	-4
COc1ccccc1NC(=O)N1CCN(c2ccccn2)CC1	9	2	-1	2	-3	0	-0.4	1
O=C(CCN1C(=O)/C(=C/c2ccc(F)cc2)SC1=S)NNC(=O)c1ccncc1	-9	-5	0	3	2	-10	2.1	-12
CCc1nn(CC(=O)NCCCN2CCCC2=O)c(=O)c2cc3sccc3n12	-10	1	-2	2	3	2	-1.2	-3
CCNC(=O)CSc1nnc(-c2ccc(OC)cc2)n1CC(C)C	5	12	0	6	0	0	2.1	0
Cc1nnc(C)n1/N=C/c1ccc(-c2ccccc2)cc1	-2	-3	-8	4	-1	-14	-1.8	-7
COc1ccc(C(=O)CSc2nnc(CN3CCCCC3)n2-c2ccc(Cl)cc2)cc1OC	9	-4	-3	11	6	-4	0.2	-11

# Next records.
SMILES	Gli-Sufu antag	A3A deaminase	GRIN3A LBD mod	EBI2 antag	CCR6 antag	CXCR6 block	MPTP block	APOBEC3G inh
CC(=O)Nc1cccc(Nc2nc(-c3ccccc3F)nc3ccccc23)c1	8	-4	-5	-10	7	-6	0.0	-3
CC(NCc1ccc(F)cc1)C(=O)NC1CCCCC1 (centres undefined)	2	-1	-1	19	0	-6	1.2	-4
C#CCOc1nc2c(c(=O)n(C)c(=O)n2C)n1Cc1ccccc1	2	-2	-1	6	4	5	27	-2
COc1ccc(S(=O)(=O)NCc2ccc3c(c2)cc(C)n3C)cc1	-1	2	-5	-2	5	-2	3.4	-1
CC(C)(C)n1nnnc1C(c1cccs1)N1CCN(c2ccccc2)CC1 (centres undefined)	11	-5	0	6	10	-2	-0.6	-8
CCCNc1nc(-c2ccccc2)c(C(=O)OCC)cc1C#N	10	-1	-3	4	8	-4	0.9	-6
CN1CCC(N(C)CC(=O)Nc2cccc(Oc3ccccc3)c2)CC1	10	-3	0	-4	1	6	1.8	-2
CCN(C(=O)COC(=O)c1nc(Cl)ccc1Cl)C1CCS(=O)(=O)C1 (centres undefined)	-10	-1	2	0	10	2	-1.0	-6
COCCN1C(=O)c2oc3c(C)cc(C)cc3c(=O)c2C1c1cccc(O)c1 (centres undefined)	7	-3	0	3	9	13	0.3	-5
CC(=O)c1cccc(NC(=S)NC(=O)CC(C)C)c1	-10	3	0	-5	1	7	-0.1	3
CCN(CC)S(=O)(=O)c1ccc(N2CCOCC2)c(C(=O)O)c1	-7	11	0	1	-1	-1	6.1	10
C/C(=N\NC(=O)COc1cccc(C)c1)c1ccc2ccccc2c1O	48	-1	7	11	19	-8	33	-5
CCc1c(C)nc(N)n2c(SCC(=O)N3CCCc4ccccc43)nnc12	-1	6	0	-5	-8	9	-0.8	-4
COc1cc(C=O)ccc1Oc1cnccn1	-5	-2	-4	0	5	-2	-3.2	-5
COc1ccc(N=NC2C(=O)N(c3ccccc3)N=C2C)cc1 (centres undefined)	0	13	-2	13	26	6	2.9	-3
O=S(=O)(Nc1ccc(Br)cn1)c1ccc2ccccc2c1	-7	1	1	0	10	4	-1.5	-3
COc1cc(/C=N/NC(=O)COc2ccc(Cl)cc2)ccc1OS(=O)(=O)c1ccc(C)cc1	5	0	12*	42*	9	-3	6.4	-3
CCCCNC(=O)c1ccccc1NC(=O)CCSc1ccccc1	-48	-1	-4	-3	29	0	3.9	-4
CCCN1CCN(C(=O)c2ccc(CS(=O)c3ccc(Cl)cc3)o2)CC1 (centres undefined)	11	-3	0	-14	10	-3	2.7	-2
O=C(CN1CCCN(S(=O)(=O)c2ccc(F)cc2)CC1)Nc1ccccc1Br	2	4	1	11	16	-5	-3.3	9
O=C(NC1CCCc2ccccc21)c1cccc(F)c1 (centres undefined)	-7	x	-1	-6	-6	0	-2.1	x
COc1cc(/C=C/C(=O)OCC(=O)c2c(N)n(C)c(=O)n(C)c2=O)ccc1O	-2	2	0	8	7	4	1.4	-3
CCOC(=O)/C=C1\SCC(=O)N1CC(O)CN1C(=O)CS/C1=C\C(=O)OCC	3	2	2	-1	9	0	-1.0	1
N#C/C(=C(/O)c1cc2ccccc2o1)c1nc2ccccc2s1	-33	-2	-1	-1	5	-4	98*	-5
